High-throughput results from PubChem BioAssay.
Spn DPM-DC inh: S. pneumoniae DPM-DC inhibitors, primary screen, biochemical, PK/LDH-coupled NADH fluorescence; calls only at 10 µM; purified DPM-DC; 65,000 tested, 0.49% active; diphosphomevalonate decarboxylase (Streptococcus pneumoniae D39); AID 556, 2006;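 active = the 320 compounds with the highest percent inhibition in the single-dose primary screen, excluding strongly autofluorescent ones, cut at about 32% in these data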;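 note: kinetic rate of NADH fluorescence loss reporting ADP formed by the decarboxylase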
Alkaline phosphatase: human TNAP enzyme inhibitors, biochemical, luminescent (AID 518) | 64,000 tested, 0.09% active | purified TNAP enzyme, luminescent substrate readout; higher % means a stronger effect | inhibition, % at 20 µM; hits with a dose series show IC50 in µM; in the data active = a potency from the dose series; inactive = the rest, 99 in 100 with inhibition below about 22%;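 note: plate controls were vehicle for no effect and reference inhibitor for full effect; many of its hits are not listed in these tables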
Spn MK inh: S. pneumoniae MK inhibitors, primary screen, biochemical, PK/LDH-coupled NADH absorbance. purified MK, PK/LDH-coupled NADH absorbance 340 nm. inhibition, % at 10 µM. mevalonate kinase [Streptococcus pneumoniae D39]. 65,000 tested, 0.48% active. AID 555, 2006;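 active = ranked among the strongest by inhibition in the single 10 µM screen, a fixed top-ranked set picked for dose follow-up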; note: no value below 0 was filed
KRASV12 cytotoxicity: cytotoxicity in KRAS-transformed pancreatic duct cells, primary screen, cell-based, fluorescence, HTS (AID 431); HPDE-C7K KRASV12 cells, Alamar Blue viability, 48 h; higher % means a stronger effect; one-dose cytotoxicity, % at 10 µM; EC50 in µM for titrated hits; 63,000 tested, 1.7% active;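 active = compounds whose percent cytotoxicity in the single-dose primary screen, scaled between solvent and toxic-drug controls, exceeds 50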;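 note: 0% = DMSO solvent wells and 100% = doxorubicin-treated wells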
PMK inhibit: S. pneumoniae PMK inhibitors, primary screen, biochemical, mevalonate pathway, pilot trial included; 65,000 tested, 0.49% active; inhibition, % at 10 µM; AID 539, 2006; purified PMK, PK/LDH-coupled NADH absorbance 340 nm; phosphomevalonate kinase (Streptococcus pneumoniae D39);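 active = top-ranked compounds by inhibition in the single 10 µM screen, taking a fixed number of the strongest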;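 note: 0% = full reaction with DMSO carrier and 100% = background rate without enzyme reaction; no value below 0 was filed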
Bfl-1 inhibitors: Bfl-1 inhibitors, primary screen, biochemical, fluorescence polarization, FITC-Bid, mouse (AID 432) | Bcl-2-related protein A1 (Mus musculus) | FITC-Bid BH3 peptide fluorescence polarization displacement; higher % means a stronger effect | one-dose displacement, % at 20 µM; IC50 in µM for titrated hits | 64,000 tested, 0.02% active; in the data active = a potency from the dose series; inactive = the rest, 99 in 100 with displacement below about 15%; note: strong numbers were not always called active
HPDE-C7 cytotoxicity: cytotoxicity in HPDE-C7 cells, cell-based, fluorescence, HTS (AID 430) | HPDE-C7 pancreatic duct cells viability, fluorescence; higher % means a stronger effect | one-dose cytotoxicity, % at 10 µM; EC50 in µM for titrated hits | 63,000 tested, 1.8% active;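 note: cells exposed to compound for 48 hours before viability readout; 0% = vehicle and 100% = reference cytotoxic drug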
LYP inhibition: LYP phosphatase inhibitors, primary screen, biochemical, DiFMUP fluorescence, recombinant catalytic domain, 10 µM (AID 606); Tyrosine-protein phosphatase non-receptor type 22 (Homo sapiens); recombinant LYP catalytic domain, DiFMUP fluorescence; higher % means a stronger effect; inhibition, % at 10 µM, or IC50 in µM where a hit was titrated; 52,000 tested, under 10 active;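 active = IC50 under 40 µM in the dose-response test; inactive = IC50 of 40 µM or more, or never dose-tested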
HT1080 viability: cytotoxicity in HT1080 fibrosarcoma cells, cell-based, fluorescence readout (AID 620); 87,000 tested, 0.42% active; HT1080 viability, fluorescence; higher % means a stronger effect; cytotoxicity, % at 10 µM, or EC50 in µM where a hit was titrated;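 note: cells exposed to compound overnight then 4 h with Alamar Blue; 0% = vehicle DMSO and 100% = killing control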
PMK inhibit pilot replicates: recorded beside PMK inhibit, whose call it bears; inhibition, %; measured here: pilot screen replicates
Spn MK inh pilot replicates: further read-out of Spn MK inh, marked with its call; inhibition, %; measured here: pilot screen replicates
Spn DPM-DC inh pilot screen %: further read-out of Spn DPM-DC inh, marked with its call; inhibition, %; measured here: pilot screen trials
* = called active by the depositor; i = inactive; . = not tested or not shown. Cut-off read from the data, not from the text of the source, unless noted: active = cytotoxicity above about 50%; inactive = the rest.

The opening two records as a preview:
SMILES	Spn DPM-DC inh	Alkaline phosphatase	Spn MK inh	KRASV12 cytotoxicity	PMK inhibit	Bfl-1 inhibitors	HPDE-C7 cytotoxicity	LYP inhibition	HT1080 viability	others
CCN=C1SC(C(N)=O)CC(=O)N1CC (stereo not given)	i	12%	6	1%	16	-4%	-10%	4%	-4%
O=C(Nc1cnccn1)c1cccc(C(F)(F)F)c1	i	0%	8	-4%	7	-7%	-6%	9%	1%

All compounds of this part, from the first entry:
SMILES	Spn DPM-DC inh	Alkaline phosphatase	Spn MK inh	KRASV12 cytotoxicity	PMK inhibit	Bfl-1 inhibitors	HPDE-C7 cytotoxicity	LYP inhibition	HT1080 viability	others
CCN=C1SC(C(N)=O)CC(=O)N1CC (stereo not given)	i	12%	6	1%	16	-4%	-10%	4%	-4%
O=C(Nc1cnccn1)c1cccc(C(F)(F)F)c1	i	0%	8	-4%	7	-7%	-6%	9%	1%
CCOC(=O)C1=C(C)Nc2ncnn2C1c1cc(Br)ccc1F (stereo not given)	i	12%	12	0%	4	6%	8%	.	15%
Cc1cccc(OCC(=O)Nc2ccccc2N2CCCCC2)c1	i	18%	7	21%	11	-4%	-4%	5%	-15%
CCn1c(SCC(N)=O)nnc1-c1ccc2[nH]c(C)c(C)c2c1	i	16%	1	-1%	11	-1%	-6%	7%	3%
Cc1ccc(-c2noc(CN(C(=O)C34CC5CC(CC(C5)C3)C4)C(C)C)n2)cc1	i	5%	3	13%	16	6%	0%	-2%	0%
CCc1nnc(SCC(=O)Nc2ccccc2)nc1CC	i	22%	0	-15%	21	-3%	-8%	.	10%
COc1cccc(N(C(=O)CNC(=O)c2ccco2)C(C(=O)NC2CCCC2)c2ccncc2)c1 (stereo not given)	i	0%	0	-8%	2	-3%	-14%	14%	1%
O=C(c1ccccc1)N1CC(COc2ccccc2)OC(c2cccnc2)O1 (stereo not given)	i	3%	0	-17%	13	1%	-15%	-9%	0%
O=C(NCCc1ccncc1)Nc1ccccc1	i	8%	7	1%	1	-11%	-9%	8%	-2%
COc1ccccc1-c1c(C)c(C)nc(N)c1C#N	i	9%	8	-24%	8	-6%	-23%	11%	13%
Cc1nn(C(=O)c2cccs2)c(C)c1CN1C(=O)c2ccccc2C1=O	i	7%	5	6%	0	-4%	2%	8%	.
CCCCOc1ccc(-c2nnc(-c3ccncc3)o2)cc1	i	10%	10	3%	15	-7%	-7%	8%	2%
COc1ccc(-c2nnc(NC(=O)c3ccc(S(=O)(=O)N4COCC4(C)C)cc3)o2)cc1	i	9%	7	14%	15	0%	29%	-2%	5%
COc1ccc(S(=O)(=O)N(CC(=O)NCC2CCCO2)c2ccccc2)cc1OC (stereo not given)	i	11%	0	0%	7	-1%	4%	.	-7%
CS(=O)(=O)N(CC(=O)NCCSCc1cccc(Cl)c1)c1ccc2c(c1)OCO2	i	8%	0	3%	5	7%	1%	8%	-6%	PMK inhibit pilot replicates=4.0;Spn MK inh pilot replicates=1.5;Spn DPM-DC inh pilot screen %=3.5
O=C(C1CCCN1S(=O)(=O)c1ccc(Cl)c(Cl)c1)N1CCCCC1 (stereo not given)	i	4%	0	-5%	14	-2%	4%	9%	-5%
CCNc1nc(SCC(=O)OC)nc(N2CCOCC2)n1	i	2%	7	-13%	0	-9%	-10%	-4%	10%
COC(=O)CCC(=O)Nc1ccccc1C(N)=O	i	8%	0	-12%	2	2%	-1%	.	3%
CSc1nnc(-c2ccccc2)o1	i	8%	7	-5%	2	-7%	-9%	4%	-4%
Cc1cc(N2CCCCC2)n2nc(C)c(-c3ccccc3)c2n1	i	8%	8	-8%	9	-8%	-10%	11%	1%
c1ccc2c(c1)[nH]c1c(N3CCCC3)ncnc12	i	13%	13	20%	13	-10%	0%	.	6%
Cc1nn(Cc2ccccc2)c(C)c1NC(=O)c1cc(-c2cccs2)on1	i	3%	3	-6%	14	-12%	-4%	-2%	10%
CCCCCCc1nc2c(=O)[nH]c3ccccc3c2o1	i	9%	8	-6%	1	-5%	-5%	13%	-10%
COc1ccccc1N1CCN(C(=O)c2cc(-c3ccc4c(c3)OCO4)on2)CC1	i	7%	0	10%	12	3%	0%	11%	1%
CCC(=O)N1CCc2cc(Br)cc(S(=O)(=O)NCCN3CCCCC3CC)c21 (stereo not given)	i	4%	7	17%	0	-4%	13%	.	-6%
CCOC(=O)C(Cc1ccccc1)NS(=O)(=O)c1ccc(NC(C)=O)cc1 (stereo not given)	i	4%	3	-9%	13	-1%	-17%	.	2%
COCCNC(=O)CSc1nc2cc(OC)c(OC)cc2c(=O)n1Cc1ccco1	i	27%	0	2%	12	-1%	-1%	-6%	-2%
COc1ccc(OC)c(NC(=O)C2CCN(S(=O)(=O)c3c(C)noc3C)CC2)c1	i	7%	0	4%	15	0%	9%	7%	.
COc1ccc(Nc2ncnc3c2cnn3-c2cccc(C)c2)cc1OC	i	11%	5	1%	5	8%	6%	0%	-6%
CC1CN(C(=O)c2scc3c2OCCO3)CC(C)O1 (stereo not given)	i	7%	1	7%	0	-1%	-4%	.	-13%	PMK inhibit pilot replicates=4.0;Spn MK inh pilot replicates=1.0;Spn DPM-DC inh pilot screen %=0.0
CCN1CC2=C(OC(N)=C(C#N)C2c2cccs2)/C(=C/c2cccs2)C1 (stereo not given)	i	14%	5	32%	0	5%	44%	14%	-1%
COc1cccc2c(=O)c3c(cnn3C)n(C)c12	.	11%	0	22%	0	-1%	-1%	-3%	2%	PMK inhibit pilot replicates=0.5;Spn MK inh pilot replicates=5.0
COc1cc(NC(=O)c2ccccc2Cl)c(OC)cc1NC(=O)CN1CCOCC1	i	4%	6	-11%	5	-1%	-6%	5%	-18%
COc1ccc2c(c1)c(=O)oc1cc(OCC(=O)N3CCCC(C)C3)ccc12 (stereo not given)	.	-5%	3	-18%	7	-1%	-9%	17%	-2%
CC1=C(C(=O)NCc2ccccc2)C(c2ccc(C)o2)n2ncnc2N1 (stereo not given)	i	6%	0	-17%	2	-1%	-15%	1%	-18%
CCOC(=O)COc1ccc2cc(C(=O)OCC)c(=O)oc2c1	.	6%	4	1%	5	1%	4%	-13%	1%
Cc1ccc(C(=O)CSc2ncn[nH]2)cc1	i	27%	15	10%	8	-14%	18%	6%	0%
O=C(CN1C(=O)C2C3C=CC(C3)C2C1=O)Nc1ccc2c(c1)OCCO2 (stereo not given)	i	2%	1	-12%	12	-4%	-18%	5%	0%
COc1ccc(CCn2c(N3CCN(Cc4ccccc4)CC3)nc3c2c(=O)[nH]c(=O)n3C)cc1	i	13%	12	5%	13	-8%	-2%	.	-3%

For convenience, six of the compounds above:
SMILES	Spn DPM-DC inh	Alkaline phosphatase	Spn MK inh	KRASV12 cytotoxicity	PMK inhibit	Bfl-1 inhibitors	HPDE-C7 cytotoxicity	LYP inhibition	HT1080 viability	others
COc1ccc2c(c1)c(=O)oc1cc(OCC(=O)N3CCCC(C)C3)ccc12 (stereo not given)	.	-5%	3	-18%	7	-1%	-9%	17%	-2%
CC1=C(C(=O)NCc2ccccc2)C(c2ccc(C)o2)n2ncnc2N1 (stereo not given)	i	6%	0	-17%	2	-1%	-15%	1%	-18%
CCOC(=O)COc1ccc2cc(C(=O)OCC)c(=O)oc2c1	.	6%	4	1%	5	1%	4%	-13%	1%
Cc1ccc(C(=O)CSc2ncn[nH]2)cc1	i	27%	15	10%	8	-14%	18%	6%	0%
O=C(CN1C(=O)C2C3C=CC(C3)C2C1=O)Nc1ccc2c(c1)OCCO2 (stereo not given)	i	2%	1	-12%	12	-4%	-18%	5%	0%
COc1ccc(CCn2c(N3CCN(Cc4ccccc4)CC3)nc3c2c(=O)[nH]c(=O)n3C)cc1	i	13%	12	5%	13	-8%	-2%	.	-3%

Next section
SMILES	Spn DPM-DC inh	Alkaline phosphatase	Spn MK inh	KRASV12 cytotoxicity	PMK inhibit	Bfl-1 inhibitors	HPDE-C7 cytotoxicity	LYP inhibition	HT1080 viability	others
O=C(c1cc2ccccc2oc1=O)N1CCCN(C(=O)c2cc3ccccc3oc2=O)CC1	i	12%	0	-8%	16	-8%	-2%	2%	-1%
CN1[C@@H]2CC(OC(=O)[C@H](CO)c3ccccc3)C[C@H]1[C@@H]1O[C@@H]12 (stereo not given in full)	i	6%	2	8%	6	3%	7%	16%	-8%	PMK inhibit pilot replicates=3.5;Spn MK inh pilot replicates=0.0;Spn DPM-DC inh pilot screen %=0.0
O=C(Nc1ccc(Cl)cc1)N1CCSCC1	i	13%	0	21%	19	-2%	20%	22%	12%	PMK inhibit pilot replicates=2.0;Spn MK inh pilot replicates=0.5;Spn DPM-DC inh pilot screen %=0.0
Cc1cc(N)n2ncc(-c3ccccc3)c2n1	i	2%	7	11%	0	-2%	-12%	8%	-2%
Cc1nc2sc(C(c3ccccc3)N3CCOCC3)c(O)n2n1 (stereo not given)	i	.	8	.	12	.	.	5%	-7%
Cn1nc(CC(=O)NCCN2C(=O)CSC2=O)c2ccccc2c1=O	i	-5%	7	-10%	10	1%	-3%	16%	4%
CCN(CC)S(=O)(=O)c1ccc2oc(C(=O)NC(C)C)c(C)c2c1	i	8%	7	2%	0	-3%	4%	13%	4%
Cc1ccc(-c2nn(-c3ccccc3)c3[nH]c(=O)c(CNCCN(C)C)cc23)cc1	i	8%	6	1%	8	-5%	1%	.	0%
Cc1ccc2oc(=O)c3cnn(CC(=O)NCCN(C)C)c3c2c1	i	3%	6	-13%	0	-10%	-8%	16%	2%
Cc1oc(C(=O)O)cc1COc1cccc2cccnc12	i	8%	8	-1%	0	-1%	3%	6%	3%
Cn1c(=O)c2c(nc(SCCN3CCOCC3)n2Cc2ccc(Cl)cc2)n(C)c1=O	i	7%	4	2%	9	4%	7%	8%	-7%
Cc1ccc(C(C(=O)NC2CCCCC2)N(CCC(C)C)C(=O)CNC(=O)c2ccco2)o1 (stereo not given)	i	12%	11	-33%	13	-1%	-4%	14%	-4%
CCOC(=O)N1CCC(c2nc(C)sc2C(=O)O)CC1	i	0%	6	-15%	21	-19%	-18%	.	4%
